Source: PubChem BioAssay
Cycloheximide cs: Cycloheximide Counterscreen for Small Molecule Inhibitors of Shiga Toxin; cell reporter, cycloheximide protein synthesis inhibition counterscreen; max response, %; 300,000 compounds, 12% hits; AID 2314, 2010; in the data active means max response mostly above about 13%, no sharp cut-off; inactive means mostly below about 14%; further: read at 38.3 µM for the half of the compounds with a filed dose; 0% is about no effect
AmpC no deterg: qHTS Inhibitors of AmpC Beta-Lactamase (assay without detergent) | P00811 | AmpC nitrocefin hydrolysis, absorbance 480 nm, 0.0001% Triton | Potency, µM (top dose mostly 57.1 µM), inactives show at the highest dose activity change, negative = inhibition, hits mostly inhibitors | 330,000 compounds, 0.52% hits;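 further: potency means the concentration at half of the fitted maximal effect; plate controls were no compound for no effect and no enzyme for full effect; nearly all actives have a fitted effect of over 20% in size; some results filed as inactive show a strong effect at the top dose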
Target sequence (P00811 whole entry, looked up): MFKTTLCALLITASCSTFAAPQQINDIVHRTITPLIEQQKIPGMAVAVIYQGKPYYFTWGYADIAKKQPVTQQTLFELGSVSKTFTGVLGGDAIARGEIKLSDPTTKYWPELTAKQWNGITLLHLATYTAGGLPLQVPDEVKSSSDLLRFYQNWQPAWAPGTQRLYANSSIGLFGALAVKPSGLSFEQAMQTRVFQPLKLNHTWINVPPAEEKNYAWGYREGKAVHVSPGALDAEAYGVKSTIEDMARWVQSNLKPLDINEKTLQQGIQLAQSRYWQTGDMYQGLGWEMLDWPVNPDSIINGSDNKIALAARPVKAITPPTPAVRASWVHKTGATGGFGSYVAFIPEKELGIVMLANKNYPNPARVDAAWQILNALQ
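20 mM phosphate pH 7.0 + 0.01% (detergent screen) or 0.0001% Triton X-100; 5.3 nM AmpC reagent; cpd preinc 15 min RT; nitrocefin (800 uM stock) to start; A480 q20 s × 4 min; Activity was normalised to no-enzyme and no-compound control wells.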
Pf growth 96h: Primary qHTS for delayed death inhibitors of the malarial parasite plastid, 96 hour incubation | P. falciparum luciferase reporter growth, 96 h | Potency, µM (titrated, usually from 28.7 µM), for the others: top-dose activity change, negative = inhibition, hits mostly inhibitors | 320,000 compounds, 6.9% hits; further: potency means the concentration at half of the fitted maximal effect; on the % scale 0 is the no-effect control and ±100 the full control effect
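Compounds incubated with erythrocytes infected by luciferase-expressing P. falciparum (2% hematocrit, 0.05% parasitemia final) for 96 hours, 37 C in 5% CO2. Growth inhibition scored as decreased luciferase luminescence.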
LmPK inhibitor: qHTS Assay for Inhibitors of Leishmania Mexicana Pyruvate Kinase (LmPK); purified LmPK, Kinase-Glo ATP luminescence, 1 h; Potency, µM (highest dose often 57.5 µM), inactives show top-dose activity change, negative = inhibition, actives largely listed as inhibitors; 290,000 compounds, 0.37% hits; further: potency means the concentration at half of the fitted maximal effect; on the % scale 0 is the no-effect control and ±100 the full control effect
Target sequence (Q27686 whole entry, looked up): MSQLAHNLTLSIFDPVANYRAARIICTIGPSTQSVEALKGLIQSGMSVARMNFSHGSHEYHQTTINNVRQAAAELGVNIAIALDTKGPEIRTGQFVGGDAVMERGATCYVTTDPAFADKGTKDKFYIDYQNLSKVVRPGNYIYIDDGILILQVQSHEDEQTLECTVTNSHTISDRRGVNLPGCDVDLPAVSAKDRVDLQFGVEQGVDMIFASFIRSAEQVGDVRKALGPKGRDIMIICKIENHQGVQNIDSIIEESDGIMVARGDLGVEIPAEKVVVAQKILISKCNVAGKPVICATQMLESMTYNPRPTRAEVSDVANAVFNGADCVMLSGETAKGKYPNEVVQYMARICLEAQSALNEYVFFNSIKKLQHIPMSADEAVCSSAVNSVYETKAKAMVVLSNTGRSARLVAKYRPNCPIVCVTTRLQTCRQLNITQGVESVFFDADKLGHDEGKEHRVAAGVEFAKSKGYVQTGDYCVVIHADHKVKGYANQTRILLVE
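Purified LmPK (0.1 nM) with 0.5 mM PEP and 0.1 mM ADP in imidazole buffer pH 7.2 with MgCl2/KCl, 1 h at room temperature. ATP formed was read by luciferase luminescence and normalized to no-enzyme and uninhibited controls.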
Shiga inhibitor: A qHTS for Small Molecule Inhibitors of Shiga Toxin; AID 2315, 2010; Vero cells, Shiga toxin protein synthesis inhibition reporter; 290,000 compounds, 9.2% hits; inhibition, % at 38.7 µM; in the data active means inhibition mostly above about 28%, no sharp cut-off; inactive means mostly below about 43%; further: 0% is about no effect
Pf growth 48h: Primary qHTS for delayed death inhibitors of the malarial parasite plastid, 48 hour incubation; P. falciparum luciferase growth in erythrocytes, 48 h; Potency, µM (top dose mostly 28.7 µM), without a hit: top-dose activity change, negative = inhibition, usual class: inhibitors; 310,000 compounds, 5.9% hits; AID 504832, 2011; further: potency means the concentration at half of the fitted maximal effect; on the % scale 0 is the no-effect control and ±100 the full control effect
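Growth was read as firefly luciferase luminescence after a 48 h, 37 C, 5% CO2 exposure of compounds to reporter-bearing P. falciparum cultures (0.1% parasitemia, 2% hematocrit final) in Albumax-supplemented RPMI 1640.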
Tb PYK inh: qHTS of Trypanosoma Brucei Inhibitors | AID 624173, 2012 | pyruvate kinase (Trypanosoma brucei), Q57TT1 | 410,000 compounds, 0.12% hits | TbPYK enzyme, Kinase-Glo Plus ATP luminescence, 45 min | Potency, µM (doses to about 76.8 µM), inactives show top-dose activity, negative = inhibition, hits mostly inhibitors; further: potency means the concentration at half of the fitted maximal effect; on the % scale 0 is the no-effect control and ±100 the full control effect; nearly all actives have a fitted effect of over 50% in size
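Quantitative HTS: titrated library compounds versus trypanosomal pyruvate kinase in TEA buffer (pH 7.2) containing KCl, MgCl2, BSA and Tween-20. Reactions were initiated with ADP, 130 uM final. Kinase-Glo Plus luminescence was read after 45 min at RT.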
The depositor's hits bear a star; ? = inconclusive; nt = not tested or not shown; [ ] = dose if it differs, or a comment. Unless noted, the call rests on the fitted dose curve; in most records, active means well fitted curve in the direction sought with a large enough effect; inconclusive means small, poorly fitted or top-dose-only effect, or another doubt; inactive means no such curve, though single readings can be large; an effect the other way counts as inactive or inconclusive.

SMILES	Cycloheximide cs	AmpC no deterg	Pf growth 96h	LmPK inhibitor	Shiga inhibitor	Pf growth 48h	Tb PYK inh
CCc1ccccc1S(=O)(=O)Cc1ccc(C(=O)NCc2cccs2)o1	8	-19%	?	1%	19	?	-14%
CCN(CCCNC(=O)CNC(=O)c1nn(-c2ccc(OC)c(OC)c2)c(=O)c2ccccc12)c1ccccc1	-2	155%[activator]	?	5%	-2	12µM*	-4%
Cc1cccc(NS(=O)(=O)c2cn(C)c(=O)n(C)c2=O)c1C	-1	0%	35%[activator]	-1%	-2	42%[activator]	4%
COc1ccc(CNC(=S)N/N=C/c2ccc(O)c(OC)c2)cc1	-3	-43%	-15%	-1%	18	3%	-23%
NC(=O)c1ccccc1N/C=C/C(=O)c1ccccc1	47*	-22%	0%	7.9µM*	56*	258%[activator]	nt
Cc1ccc(NC(=O)CN2C(=O)NC(C)(C3CC3)C2=O)cc1S(=O)(=O)N1CCCCC1 (stereo not drawn)	nt	-15%	?	nt	nt	?	-1%
O=C(Nc1ccc(-c2nnn(CC(=O)N3CCN(C(=O)c4ccco4)CC3)n2)cc1)c1ccc(F)cc1	-3	21%	?	9%	-7	?	6%
CCOC(=O)c1ccccc1NC(=O)c1cccs1	-8	-21%	?	-8%	-17	7%	-3%
COc1ccccc1NC(=O)CCCCC(=O)Nc1ccccc1OC	-4	10%	?	-2%	nt	21%	3%
COc1ccc(CN2CCNC(=O)C2CC(=O)NC2CCOCC2)cc1C (stereo not drawn)	-3	54%	-28%	-1%	-11	4%	1%
Cc1ccc(NCC(=O)N/N=C\c2cccc(O)c2)cc1	18*	-32%	12%	2%	29	9%	-2%
C/C(CC(=O)Nc1ccc(Cl)cc1Cl)=N\NC(=O)c1ccco1	37*	7.9µM*	18%	1%	116*	22%	4%
Cc1cc(C(C)(C)C)oc1C(=O)OCC(=O)NC1CCCCC1	5	0%	-81%	2%	-2	-11%	2%
CCc1ccccc1NS(=O)(=O)c1cc2c(cc1C)n(C)c(=O)c(=O)n2C	-1	-8%	?	-1%	-4	-6%	-1%
COCCn1c(SCc2cc(=O)n3ccsc3n2)nnc1-c1ccncc1	-3	-25%	-19%	10%	-3	-4%	5%
CNC(=S)N/N=C/c1ccc(OCc2ccccc2)c(Br)c1	-6	?	?	0%	-7	-9%	-14%
CCC(C)Nc1nc(C)nc2c1oc1ccccc12 (stereo not drawn)	-2	3%	?	4%	31	?	5%
CN(C)S(=O)(=O)c1cccc(NC(=O)COc2ccc(C(=O)c3ccccc3)cc2)c1	15	-44%	?	0%	12	?	-3%
Cc1cccc(-n2c(O)c(C=Nc3ccc(Br)cn3)c(=O)[nH]c2=O)c1	-5	189%[activator]	46%	2%	-11	?	-20%
Cc1c(C)n2c(SCC(=O)NCc3ccc4c(c3)OCO4)nnc2[nH]c1=O	nt	-18%	?	nt	nt	?	-6%
CCCc1cc(-c2n[nH]c(=S)n2C(C)c2ccccc2)cs1 (stereo not drawn)	-3	-31%	nt	22µM*	-25	-14%	-41%
Cc1cc(C(=O)NCc2cc(C(=O)O)co2)co1	-2	-22%	10%	6%	-5	6%	-10%
CN(CCc1cn[nH]c1)C(=O)C1CCC(=O)N(CC2CCCCC2)C1 (stereo not drawn)	-3	3%	39%[activator]	0%	-8	-17%	3%
Cc1cccc(Nc2nc(N)c([N+](=O)[O-])c(NCc3ccco3)n2)c1	-3	-43%	?	-2%	21	?	-1%
CCOc1ccccc1-n1c(SCC(N)=O)nnc1-c1ccc(O)cc1	8	7%	-1%	1%	16	-14%	-1%
N#C/C(=N\Nc1ccccc1F)c1nc(-c2ccccc2)cs1	3	-20%	?	-2%	2	33%	1%
O=C(CN1CCCCC1)Nc1cccc(-n2cnnn2)c1	-4	0.14µM*	?	-11%	13	2%	3%
CC(=O)C1=C(O)C(=O)N(CCCN2CCOCC2)C1c1ccccc1[N+](=O)[O-] (stereo not drawn)	35*	-22%	-2%	-9%	105*	-13%	-17%
COc1cccc(-c2cc3nc(-c4ccccc4)cc(N4CCC5(CC4)OCCO5)n3n2)c1	1	68%[activator]	-12%	-1%	-5	13µM*	-7%
CC(O)(CS(=O)(=O)Cc1ccccc1)C(=O)Nc1ccc(C(F)(F)F)cc1 (stereo not drawn)	-3	12%	?	0%	9	?	-5%
COCCOC(=O)C1=C(C)NC2=C(C(=O)CCC2)C1c1ccc(N(C)C)cc1 (stereo not drawn)	-4	-3%	?	-2%	-4	nt	-2%
OCC#Cc1cnc2ccccc2c1	26*	-19%	?	0%	21	35%[activator]	-4%
CC(=O)N/N=C(\C)CC(=O)Nc1ccc2c(c1)OCCO2	3	-12%	-26%	0%	28	16%	-9%
Fc1ccccc1COc1cccc(/C=N/n2cnnc2)c1	-1	0%	nt	4%	35	27%	3%
COc1ccc(CNCC(=O)Nc2cccc(S(N)(=O)=O)c2)cc1	-3	-2%	-1%	-5%	-13	40%[activator]	19%
Cc1cccc(Cc2nnc(CCC(=O)NCc3ccncc3C)o2)c1	31*	120%[activator]	?	5%	35	?	4%
COc1ccccc1NC(=O)Cn1nnc(C(=O)NCCc2ccccc2)c1N	-2	-34%	?	0%	-5	11%	-1%
CSc1nncc(=O)[nH]1	-2	-1%	?	2%	-13	?	29%
CC(=O)N(c1cccc(Br)c1)C1C=CS(=O)(=O)C1 (stereo not drawn)	-1	-14%	-22%	5%	28	-7%	-2%
Cc1cc(Oc2ccc([N+](=O)[O-])cc2)nc(N2CCOCC2)n1	1	-3%	13%	7%	-3	-3%	0%
C=CCn1c(C)cc(C(=O)COc2nncc3ccccc23)c1C	69*	37%	22%	15%	159*	nt	-6%
CC(C)(C)N1C(=O)c2ccccc2NC(=O)N1Cc1ccc(Br)cc1	-3	-6%	8.3µM*	-3%	-12	nt	-2%
COc1ccc(-c2[nH]c(-c3ccc(Cl)cc3)nc2SCC(=O)Nc2nccs2)cc1	3	-21%	-82%	0%	10	?	-6%
Cc1cccc(-n2ncc(Cl)c(Cl)c2=O)c1	-10	-3%	-4%	-4%	-17	?	1%
CCCCc1ccc(Nc2nc(N3CCOCC3)nc(N3CCOCC3)n2)cc1	11	0%	?	3%	-2	?	1%
COc1ccc(S(=O)(=O)N2CCN(Cc3ccco3)CC2)cc1	-4	27%	-24%	-2%	-6	-27%	4%
COc1ccccc1N1CCN(C2CCCN(Cc3cc(F)cc(F)c3)C2)CC1 (stereo not drawn)	3	57%	?	6%	-7	?	4%
Cc1nc2nc(NCc3cccs3)nn2c(C)c1Cl	9	-6%	38%[activator]	-6%	-4	nt	-2%
O=P1(O)C=C(c2ccccc2)OC(c2ccccc2)=C1	67*	-11%	-17%	-4%	146*	89%[activator]	1%
CN1CCN(C(=O)CSc2nnc(COc3ccc(Cl)cc3)o2)CC1	7	51%	-14%	-4%	17	?	0%
CC(C)n1c(SCC(=O)NC2CCCCC2)nnc1-c1ccco1	-3	8%	15%	-5%	17	-14%	5%
CCCNS(=O)(=O)c1ccc(OCC(=O)N2CCc3ccccc3C2)c(C)c1	-2	-2%	0%	-1%	-12	-12%	-4%
O=C(NCCC(=O)N1CCN(S(=O)(=O)c2ccccc2Cl)CC1)Nc1ccccc1	nt	-9%	?	nt	nt	?	1%
CC(=O)N/N=C(\C)CCc1ccccc1	-1	-10%	-6%	-2%	10	0%	0%
COc1ccc(OC)c(CNn2c(-c3ccccc3F)nc3ccccc3c2=O)c1	2	64%[activator]	-9%	2%	21	?	0%
O=C(c1ccc(Cl)c(S(=O)(=O)NCc2ccccc2)c1)N1CCN(c2ccccn2)CC1	9	-25%	4.7µM*	0%	-7	?	0%
CCOC(=O)COc1ccc2c(c1)c(C(C)=O)c(C)n2Cc1ccccc1	1	64%[activator]	?	0%	-5	-2%	3%
Cc1ccc(S(=O)(=O)c2c(C)nn(C(C)(C)C)c2OC(=O)CC(C)C)cc1	4	44%	-187%	1%	-29	?	-4%
CS(=O)(=O)N(CC(=O)Nc1ccc(F)c(F)c1)c1cccc([N+](=O)[O-])c1	-2	-20%	?	0%	-7	21%	-10%
CCN(CCn1cccn1)C(=O)CCc1nnc(-c2ccccc2)o1	37*	9%	?	-6%	57*	?	-4%
Later entries.
SMILES	Cycloheximide cs	AmpC no deterg	Pf growth 96h	LmPK inhibitor	Shiga inhibitor	Pf growth 48h	Tb PYK inh
CC(=O)c1cccc(OCC(=O)Nc2cccc(C(=O)Nc3c(C)n(C)n(-c4ccccc4)c3=O)c2)c1	nt	-12%	13%	nt	nt	22%	3%
Cc1ccccc1NC(=O)C1CCCN(S(=O)(=O)c2ccc(-n3cnnn3)cc2)C1 (stereo not drawn)	-5	111%[activator]	16%	-1%	-6	-19%	1%
CN(C(=O)CSc1nc2c(c(=O)[nH]1)CCCC2)C1CCCCC1	0	-12%	nt	1%	-8	-8%	-7%
Cc1cc(C)c(C#N)c(Sc2ccccc2N)n1	32*	-6%	?	9%	72*	?	0%
CCOC(=O)C(C)n1cnc2c(nnn2-c2ccccc2)c1=O (stereo not drawn)	6	-13%	?	-6%	7	14%	-5%
CN(Cc1ccccc1F)c1nc(-c2cccs2)nc2ccccc12	3	5%	-4%	0%	7	9.3µM*	3%
CC(C)=Nc1ccccc1C1COC(=O)C1=N (stereo not drawn)	-3	-12%	-10%	1%	-2	12%	2%
COc1ccc(CCn2c(=O)[nH]c3cc(C(=O)NCCCN4CCOCC4)ccc3c2=O)cc1OC	4	-1%	-9%	1%	5	-3%	1%
C/C(=N\NC(=O)CNc1cccc(C(F)(F)F)c1)c1cccs1	7	-22%[11.4 µM]	33%[activator]	3%	14	3%	3%
NC(=O)c1ccc(-n2nnnc2Oc2ccc(Br)cc2)cc1	6	-18%	-5%	-5%	-6	25%	4%

By substructure: the compounds so far containing a Cl atom.
SMILES	Cycloheximide cs	AmpC no deterg	Pf growth 96h	LmPK inhibitor	Shiga inhibitor	Pf growth 48h	Tb PYK inh
C/C(CC(=O)Nc1ccc(Cl)cc1Cl)=N\NC(=O)c1ccco1	37*	7.9µM*	18%	1%	116*	22%	4%
COc1ccc(-c2[nH]c(-c3ccc(Cl)cc3)nc2SCC(=O)Nc2nccs2)cc1	3	-21%	-82%	0%	10	?	-6%
Cc1cccc(-n2ncc(Cl)c(Cl)c2=O)c1	-10	-3%	-4%	-4%	-17	?	1%
Cc1nc2nc(NCc3cccs3)nn2c(C)c1Cl	9	-6%	38%[activator]	-6%	-4	nt	-2%
CN1CCN(C(=O)CSc2nnc(COc3ccc(Cl)cc3)o2)CC1	7	51%	-14%	-4%	17	?	0%
O=C(NCCC(=O)N1CCN(S(=O)(=O)c2ccccc2Cl)CC1)Nc1ccccc1	nt	-9%	?	nt	nt	?	1%
O=C(c1ccc(Cl)c(S(=O)(=O)NCc2ccccc2)c1)N1CCN(c2ccccn2)CC1	9	-25%	4.7µM*	0%	-7	?	0%
